Compound activity from PubChem BioAssay.
IDH1 R132H inh: human IDH1 R132H inhibition. O75874. IDH1-R132H enzyme, NADPH consumption, diaphorase/resazurin fluorescence. Potency, µM (doses to about 76.6 µM), inactives show at the top dose activity change, negative = inhibition, actives largely listed as inhibitors. 390,000 tested, 0.093% active. AID 602179; further: potency means the concentration at half of the fitted maximal effect; on the % scale 0 is the no-effect control and ±100 the full control effect; nearly all actives have a fitted effect of over 65% in size
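IDH1-R132H (0.5 ug/mL) preincubated 30 min with compound, then NADPH (0.016 mM) and alpha-KG (2 mM) added; 80 min at RT, pH 7.5. Remaining NADPH coupled via diaphorase/resazurin to fluorescence (540/590 nm); concentration-response curves normalized to no-enzyme control.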
TrxR1 substrate: substrates of rat thioredoxin reductase 1 | O89049 | purified TrxR1 substrate turnover, NADPH consumption readout | Potency, µM (series often up to 114 µM), without a hit: top-dose activity change, negative = substrate turnover | 390,000 tested, 0.01% active | AID 588456; further: potency means the concentration at half of the fitted maximal effect; on the % scale 0 is the no-effect control and ±100 the full control effect; nearly all actives have a fitted effect of over 50% in size
Target sequence (O89049 whole entry, looked up): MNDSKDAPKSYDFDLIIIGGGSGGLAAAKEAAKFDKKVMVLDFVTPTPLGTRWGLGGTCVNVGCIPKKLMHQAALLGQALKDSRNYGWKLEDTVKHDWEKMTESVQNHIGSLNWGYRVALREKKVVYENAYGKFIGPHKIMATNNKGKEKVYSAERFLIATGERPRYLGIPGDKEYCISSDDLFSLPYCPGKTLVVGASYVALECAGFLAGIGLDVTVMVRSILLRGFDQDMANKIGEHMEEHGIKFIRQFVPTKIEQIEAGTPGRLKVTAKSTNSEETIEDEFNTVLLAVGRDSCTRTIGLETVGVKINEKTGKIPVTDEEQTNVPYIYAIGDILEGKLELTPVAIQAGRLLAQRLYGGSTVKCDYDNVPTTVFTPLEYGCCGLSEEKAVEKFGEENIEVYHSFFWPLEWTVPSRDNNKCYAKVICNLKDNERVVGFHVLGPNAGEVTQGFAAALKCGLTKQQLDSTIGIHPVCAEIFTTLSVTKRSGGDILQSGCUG
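Rat TrxR1, dispensed at 90 nM, was prereduced with 400 uM NADPH (final) for 5 min at ~22 deg C, then incubated with compound 15 min before 400 uM selenite. A first-read NADPH fluorescence drop versus no-compound background flagged substrates.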
RGS4 inhibitor: inhibitors of human regulator of G protein signaling 4; Transcreener GDP fluorescence polarization, RGS4-accelerated GTP hydrolysis; P49798; 390,000 tested, 0.039% active; Potency, µM (highest dose often 114 µM), for inactives: top-dose activity change, negative = inhibition, most hits filed as inhibitors; further: potency means the concentration at half of the fitted maximal effect; on the % scale 0 is the no-effect control and ±100 the full control effect; nearly all actives have a fitted effect of over 75% in size; some results filed as inactive show a strong effect at the top dose
Target sequence (P49798 whole entry, looked up): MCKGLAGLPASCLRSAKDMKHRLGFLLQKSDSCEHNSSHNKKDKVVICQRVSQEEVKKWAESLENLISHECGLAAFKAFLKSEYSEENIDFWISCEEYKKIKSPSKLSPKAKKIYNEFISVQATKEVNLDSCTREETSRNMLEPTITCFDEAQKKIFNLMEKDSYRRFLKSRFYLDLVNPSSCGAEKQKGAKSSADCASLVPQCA
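MLSMR compounds (23 nl, pin-transferred) preincubated 10 min at room temperature with a 500nM (2x) first reagent, then RGS4 at 900nM (2x) plus Transcreener GDP mix added; fluorescence polarization (620/688 nm) read before and after 90 min at 30 °C.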
Vif-A3F inh: blocks the Vif interaction with APOBEC3F; HeLa A3F-eYFP + Vif (tagged APOBEC3F with the HIV-1 protein that degrades it), YFP fluorescence increase; Potency, µM (series often up to 46.1 µM), for the others: top-dose activity, negative = active; 390,000 tested, 0.2% active; AID 602313; further: potency means the concentration at half of the fitted maximal effect; % of control where 0% means no effect; nearly all actives have a fitted effect of over 65% in size
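HeLa cells stably expressing Vif plus C-terminally eYFP-tagged A3F were seeded, incubated overnight at 37 deg C, dosed with compound, incubated overnight again at 37 deg C. Yellow fluorescence (Ex 488/Em 500-530) reported blocked Vif-mediated A3F-eYFP degradation.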
LDHA inh: LDHA (human) enzyme inhibition; purified LDHA, NADH/diaphorase-resazurin fluorescence; hits give low values; activity change, % (values are at about 110 or 230 µM); AID 1347041; 480,000 tested, 0.15% active; in the data active means activity change below about -30%; inconclusive means mostly about -25% to -30%;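 further: plate controls were DMSO wells for no effect and wells without enzyme for full effect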
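Human LDH5 (2 nM) was incubated with 0.06 mM NADH and 0.2 mM pyruvate for 5 min at room temperature in Tris pH 7.4. Remaining NADH was coupled through diaphorase/resazurin, and resorufin fluorescence was read at 0 and 20 min.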
GRP78 ERSR act: induces the endoplasmic reticulum stress response in human glioma cells; U87-MG GRP78 promoter luciferase reporter, 16 h; Potency, µM, without a hit: at the top dose activation, actives largely listed as activators; 420,000 tested, 0.02% active; further: potency means the concentration at half of the fitted maximal effect; series mostly up to about 76 µM; % of control where 0% means no effect; nearly all actives have a fitted effect of over 35% in size
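Stably transfected U87-MG human glioma cells carrying a GRP78-based luminescent sensor were seeded at 1000 cells/well, pin-dosed with compounds and incubated 16 h. Luciferase reagent was then added, and end-point luminescence was read after 10 min at room temperature.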
USP1-UAF1 inh: inhibitors of human USP1/UAF1 deubiquitinase | O94782 | recombinant USP1/UAF1, Ub-Rhodamine cleavage fluorescence | Potency, µM (series often up to 57.1 µM), inactives show top-dose activity change, negative = inhibition, hits mostly inhibitors | 390,000 tested, 0.23% active | AID 743255; further: potency means the concentration at half of the fitted maximal effect; on the % scale 0 is the no-effect control and ±100 the full control effect; nearly all actives have a fitted effect of over 60% in size; inactives centre near -12
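Step one: compound is pinned into 1nM USP1/UAF1 in HEPES pH 7.8 buffer with TCEP. Step two: 15 min room-temperature incubation. Step three: Ub-Rho (150nM final) starts cleavage, tracked by fluorescence over six one-minute reads.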
Vif-A3G inh: Vif-A3G binding inhibition; HeLa A3G-eYFP + Vif (tagged APOBEC3G with the HIV-1 protein that degrades it), YFP fluorescence, overnight; Potency, µM (top dose mostly 46.1 µM), without a hit: at the top dose activity, negative = active, hits mostly inhibitors; 410,000 tested, 0.076% active; Q9HC16; AID 602310;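 further: potency means the concentration at half of the fitted maximal effect; on the % scale 0 is the no-effect control and ±100 the full control effect; nearly all actives have a fitted effect of over 60% in size; hits raise eYFP signal because A3G escapes Vif-driven loss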
Target sequence (Q9HC16 whole entry, looked up): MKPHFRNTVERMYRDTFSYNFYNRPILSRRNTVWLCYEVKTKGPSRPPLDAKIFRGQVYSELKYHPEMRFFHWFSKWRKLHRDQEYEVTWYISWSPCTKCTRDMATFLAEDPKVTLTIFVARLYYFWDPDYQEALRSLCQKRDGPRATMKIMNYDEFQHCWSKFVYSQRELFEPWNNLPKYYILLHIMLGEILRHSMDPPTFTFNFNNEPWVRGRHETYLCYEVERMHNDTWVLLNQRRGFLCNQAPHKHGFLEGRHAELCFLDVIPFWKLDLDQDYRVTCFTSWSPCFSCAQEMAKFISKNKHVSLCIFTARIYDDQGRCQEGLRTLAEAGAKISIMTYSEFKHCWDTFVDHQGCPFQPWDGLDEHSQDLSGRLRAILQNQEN
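HeLa cells stably expressing Vif and C-terminally eYFP-tagged A3G, seeded overnight at 37 deg C, then exposed to compound by pintool overnight at 37 deg C. Rise in yellow fluorescence (Ex 488/Em 500-530, Acumen) marks blocked Vif-driven A3G degradation.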
rTrxR1 inhibitor: blocks rat thioredoxin reductase 1. O89049. recombinant rTrxR1, NADPH fluorescence consumption, selenite substrate. Potency, µM (doses to about 114 µM), for the others: top-dose activity change, negative = inhibition, hits mostly inhibitors. 390,000 tested, 1% active. AID 588453; further: potency means the concentration at half of the fitted maximal effect; on the % scale 0 is the no-effect control and ±100 the full control effect; nearly all actives have a fitted effect of over 65% in size
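Rat TrxR1 (90 nM in the dispensed reagent) was pre-reduced with 400 uM NADPH for 5 min at room temperature, then incubated with compound for 15 min. After 400 uM selenite was added, NADPH fluorescence (Ex 340/Em 450 nm) was followed for 8 min.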
* hit, by the source's call; u = inconclusive; x = no result given; & = joins results of further samples; [ ] = another dose, or the depositor's remark. Unless noted, the call rests on the fitted dose curve; in most records, active means well fitted curve in the direction sought with a large enough effect; inconclusive means small, poorly fitted or top-dose-only effect, or another doubt; inactive means no such curve, though single readings can be large; an effect the other way counts as inactive or inconclusive. Only part of the results is shown; the hit share may differ from the screen's.

The line under a structure holds: IDH1 R132H inh, TrxR1 substrate, RGS4 inhibitor, Vif-A3F inh, LDHA inh, GRP78 ERSR act, USP1-UAF1 inh, Vif-A3G inh, rTrxR1 inhibitor
CCOc1ccc(C(=O)NCCn2cc(SCC(=O)Nc3cc(C)on3)c3ccccc32)cc1
    0%, -6%, -9%, -8%, -4, -4%, -5%, 0%, 5%
COc1ccccc1CNC(=O)c1nccnc1CO
    0%, 3%, 10%, -11%, -6, -2%, -27%, -5%, 14%
CN1CCN(C2=C(Cl)C(=O)N(CCc3ccccc3)C2=O)CC1
    3%, 10%, -2%, -5%, -3, -3%, -19%, 0%, 15%
CCCN1c2cccc3cccc(c23)S1(=O)=O
    7%, 12%, -10%, 1%, 9, -3%, -10%, 1%, -9%
Nc1cc(Cl)nc(N/N=C/c2ccccc2[N+](=O)[O-])n1
    7%, -12%, -13%, 1%, -10, 6%, 1%, 2%, -3%
COc1ccc(N(CC(=O)Nc2ccccc2C(=O)N2CCCC2)S(C)(=O)=O)cc1
    -8%, -3%, 7%, -7%, 4, -3%, -3%, 0%, 10%
Cc1ccc(C)c(Cn2c3ccccc3c3cnn(CC(=O)NCCc4ccccc4)c(=O)c32)c1
    -7%, 7%, 3%, -3%, -3, -4%, -1%, 1%, 12%
COc1cc(/C=C2/C(=N)N3C(c4ccccc4)=CSC3=NC2=O)ccc1OCC(=O)O
    -2%, -5%, -18%, 1%, 1, 4%, u, -5%, -17%
Cc1cc(-c2ccccc2)n[nH]1
    -5%, -1%, 5%, -2%, -8, -1%, -18%, -1%, 20%
O=C(Nc1ccccc1C(F)(F)F)c1cc(-c2ccc(O)cc2)on1
    2%, 0%, 13%, 5%, -5, 17%, -6%, -6%, 10%
CCCCCCCCNCCS(=O)(=O)NCc1ccccc1
    2%, 2%, 11%, -15%, 1, -4%, -30%, 0%, -6%
Cc1ccc(S(=O)(=O)NCC2CCC(C(=O)NCc3ccco3)CC2)cc1 (stereo not drawn)
    2%, -5%, -2%, 6%, 4, 2%, -17%, 1%, -12%
O=C(O)C1CCN(S(=O)(=O)c2cccc3cccnc23)CC1
    2%, -3%, 2%, -2%, -8, -1%, 9%, 0%, u
COC(=O)C1NN=C(C(=O)c2ccccc2)C1c1ccccc1 (stereo not drawn)
    3%, -4%, -15%, -1%, -10, -1%, -10%, -1%, u
O=C(OCc1cn([C@@H]2C[C@H](c3ccccc3)N(C(=O)C3CCCCC3)C[C@H]2O)nn1)c1ccccc1
    1%, x, x, 0%, -3, 1%, -21%, 0%, x
Cc1nn2c(-c3ccco3)nnc2c2ccccc12
    3%, -9%, -7%, -2%, 0, -1%, -18%, -11%, 79µM*
COC(=O)C1=C(C)N(C)C(C)=C(C(=O)OC)C1c1ccc(Cl)cc1
    6%, 8%, -36%, 0%, 0, 1%, -15%, 1%, 38%[activator][57.1 µM]
COc1ccc(CNC(=O)CCCn2c(=S)[nH]c3cc4c(cc3c2=O)OCO4)cc1
    0%, -4%, -8%, -5%, -6, 7%, -9%, 2%, -9%
CC(C)(C)c1ccc(C(=O)NCc2nnc(SCC(=O)N3CCCC3)o2)cc1
    8%, x, x, -8%, 0, -1%, -16%, 0%, x
CCOC(=O)c1ccc(/C=C2/C=C(c3ccccc3)N(c3ccc(Cl)c(C(=O)O)c3)C2=O)cc1
    u, -9%[57.1 µM], u, 13µM*, -1, -14%, 25µM*, u, -25%[57.1 µM]
COc1ccc(/C=C2\NC(=S)N(CC3CCCO3)C2=O)c(OC)c1 (stereo not drawn)
    9%, -4%, 1%, -4%, -4, 3%, 36%[activator], 1%, -15%
NC(N)=Nc1ccc(/C=C2\C=Cc3ccccc32)cc1
    x, -2%, x, x, -5, -11%, x, -11%, 14%[0.0914 µM]
COc1ccc(-c2cc(C(=O)Nc3ccc(O)cc3)c3ccccc3n2)cc1OC
    -1%, -7%, -8%[11.4 µM], -9%, -3, 3%, -21%, -8%, -2%
COc1ccccc1NC(=O)CSc1nnc(-c2ccncc2)n1CC1CCCO1 (stereo not drawn)
    2%, 3%, 2%, -8%, -1, -3%, -18%, 0%, 18%
COc1ccccc1C1=NOC(CN2C(=O)c3ccccc3S2(=O)=O)C1 (stereo not drawn)
    -4%, -2%, 20%, -6%, 1, 3%, -2%, 1%, 6%
Cn1c(/C(C#N)=C(\O)c2ccccc2Cl)nc2ccccc21
    11%, 2%, -10%, 15%, -3, -5%, -11%, -3%, 17%
CCOC(=O)C1C(c2cccs2)NC(=O)NC1(O)C(F)(F)F (stereo not drawn)
    0%, -3%, 13%, -4%, -9, -2%, 8%, 0%, 9%
COc1cc(OC)c(C2C=C(c3ccc(C)cc3)Nc3c(C(=O)Nc4ccccc4)cnn32)cc1OC (stereo not drawn)
    -22%, -5%, 0%, -9%, 10, 0%, -9%, 1%, 7%
S=C(NCC1CCCO1)N1CCN(c2nc(-c3ccc(Cl)cc3)cs2)CC1 (stereo not drawn)
    0%, 6%[57.1 µM], u, 5%, -5, -7%, -20%, -4%, 32%[57.1 µM]
COc1ccccc1CCNC(=O)Cc1c(C)c2cc(Cl)c(O)cc2oc1=O
    11%, 964%[activator], -16%, 0%, 10, 3%, u, -2%, 79µM*

Reformatted: results already given.
Cn1c(/C(C#N)=C(\O)c2ccccc2Cl)nc2ccccc21
  IDH1 R132H inh: 11% | TrxR1 substrate: 2% | RGS4 inhibitor: -10% | Vif-A3F inh: 15% | LDHA inh: -3 | GRP78 ERSR act: -5% | USP1-UAF1 inh: -11% | Vif-A3G inh: -3% | rTrxR1 inhibitor: 17%

CCOC(=O)C1C(c2cccs2)NC(=O)NC1(O)C(F)(F)F (stereo not drawn)
  IDH1 R132H inh: 0% | TrxR1 substrate: -3% | RGS4 inhibitor: 13% | Vif-A3F inh: -4% | LDHA inh: -9 | GRP78 ERSR act: -2% | USP1-UAF1 inh: 8% | Vif-A3G inh: 0% | rTrxR1 inhibitor: 9%

COc1cc(OC)c(C2C=C(c3ccc(C)cc3)Nc3c(C(=O)Nc4ccccc4)cnn32)cc1OC (stereo not drawn)
  IDH1 R132H inh: -22% | TrxR1 substrate: -5% | RGS4 inhibitor: 0% | Vif-A3F inh: -9% | LDHA inh: 10 | GRP78 ERSR act: 0% | USP1-UAF1 inh: -9% | Vif-A3G inh: 1% | rTrxR1 inhibitor: 7%

S=C(NCC1CCCO1)N1CCN(c2nc(-c3ccc(Cl)cc3)cs2)CC1 (stereo not drawn)
  IDH1 R132H inh: 0% | TrxR1 substrate: 6%[57.1 µM] | RGS4 inhibitor: u | Vif-A3F inh: 5% | LDHA inh: -5 | GRP78 ERSR act: -7% | USP1-UAF1 inh: -20% | Vif-A3G inh: -4% | rTrxR1 inhibitor: 32%[57.1 µM]

Carrying on:
The line under a structure holds: IDH1 R132H inh, TrxR1 substrate, RGS4 inhibitor, Vif-A3F inh, LDHA inh, GRP78 ERSR act, USP1-UAF1 inh, Vif-A3G inh, rTrxR1 inhibitor
Cn1nc(Oc2nc(N3CCOCC3)nc(N3CCOCC3)n2)ccc1=O
    6%, 8%[57.1 µM], -11%, -2%, -18&0, -2%, -1%, 0%, 16%[57.1 µM]
CC(Oc1ccc(Br)cc1)C(=O)Nc1nnc(C2CC2)s1 (stereo not drawn)
    0%, -6%, 7%, -1%, -6, -3%, -14%, 0%, 2%
CN(C(=O)C=Cc1ccccc1)c1ccccc1
    3%, 8%[57.1 µM], 11%, 8%, -3, 4%, -25%, 1%, 10%[57.1 µM]
Nc1c(C(=O)Nc2cccc(C(=O)O)c2)sc2nc3c(cc12)CCCC3
    22%, 9%, 16%, 1%, 1, -18%, u, -1%, 14%
Cc1ccc(/C=N/N2CCN(c3ccccn3)CC2)cc1
    15%, 10%[57.1 µM], 18%, -5%, -11, 2%, -19%, -1%, 4%[57.1 µM]
CCCCN(C)Cc1c(C)[nH]c2c(Cl)cccc2c1=O
    -2%, 2%, 14%, -5%, -2, 2%, 5%, 0%, 14%
CCC(CC)C(=O)Nc1cccc(-c2nc3cccnc3s2)c1C
    7%, -6%, -1%, 2%, -6, 0%, -11%, -3%, -16%
CC1CCCN(S(=O)(=O)c2ccc3c(c2)OCCO3)C1 (stereo not drawn)
    -2%, x, x, -6%, 0, -1%, -12%, 1%, x
COCCCN1C(=O)C(=O)/C(=C(/O)c2ccc(C)cc2)C1/C=C/c1ccccc1 (stereo not drawn)
    -4%, -7%, -10%, -2%, 1, -2%, -10%, -1%, -20%
CCOc1ccc(N=C2NC(=O)C(CC(=O)O)S2)cc1 (stereo not drawn)
    -2%, 1%, -27%, 8%, -1, 3%, 5%, -7%, 4%[57.1 µM]
CCOc1ccccc1NC(=O)/C=C/c1ccccc1[N+](=O)[O-]
    3%, -12%, -51%, -10%, -6, 3%, -22%, -4%, 10%[57.1 µM]
